# Source: PubChem BioAssay (several laboratories)
# HTR1A agonist: 5-HT1a (human) receptor agonism; 65,000 tested, 0.56% active; AID 567; CHO 5-HT1a Ga15 NFAT-bla reporter, FRET ratio; 0% basal, 100% maximal reference agonist; P08908; activation, % at 10 µM;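 active = activation above the screen-wide mean activation plus 3 SD, cut at about 19% in these data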;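 also: 0% = DMSO wells and 100% = 5-CT at EC100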
# Target sequence (P08908 whole entry, looked up): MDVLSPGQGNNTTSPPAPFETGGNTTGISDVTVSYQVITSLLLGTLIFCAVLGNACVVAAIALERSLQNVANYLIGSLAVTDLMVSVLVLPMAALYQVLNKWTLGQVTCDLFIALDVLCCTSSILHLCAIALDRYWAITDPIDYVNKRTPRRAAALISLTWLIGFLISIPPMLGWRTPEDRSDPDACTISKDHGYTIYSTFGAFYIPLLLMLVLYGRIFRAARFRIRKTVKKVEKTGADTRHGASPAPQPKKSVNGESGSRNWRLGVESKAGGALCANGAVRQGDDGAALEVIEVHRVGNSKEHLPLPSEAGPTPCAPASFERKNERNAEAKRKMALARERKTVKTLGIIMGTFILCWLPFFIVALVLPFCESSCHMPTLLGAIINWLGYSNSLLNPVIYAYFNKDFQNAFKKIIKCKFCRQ
# M1 antagonist: blocks the rat M1 muscarinic receptor response to acetylcholine | P08482 | CHO-M1 cells, Fluo-4 calcium, ACh EC80 antagonist mode; hits give low values | B-score at 10 µM | 64,000 tested, 3.4% active;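 active = calcium fluorescence response, raw or row-and-column corrected B-score, differing from the plate sample mean either way at a set confidence level, mostly lower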
# Jurkat tox 60K: reduces viability or proliferation of Jurkat cells | Jurkat E6.1 viability, ATP luminescence, 48 h | inhibition, % at 4 µM | 56,000 tested, 1.2% active | AID 463;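 active = inhibition above the mean inhibition of all tested compounds plus 3 SD, cut at about 28% in these data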
# HTR1E antagonist: blocks the human 5-HT1E serotonin receptor; CHO 5-HT1E Ga15 NFAT-bla reporter, FRET, antagonist; 65,000 tested, 0.99% active; P28566; inhibition, % at 6 µM;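 active = inhibition above a set limit, the mean inhibition across every tested compound plus 3 SD, cut at about 29% in these data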;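 also: signal is the 460 over 535 nm emission ratio of beta-lactamase substrate; 0% = agonist plus DMSO wells and 100% = wells without agonist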
# HTR1E agonist: activates the human 5-HT1E serotonin receptor; CHO 5-HT1E Ga15 NFAT-bla reporter, FRET; 0% DMSO wells, 100% control agonist wells; 65,000 tested, 0.69% active; activation, % at 6 µM; AID 574; P28566;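 active = activation above a set limit, the screen-wide mean activation plus 3 SD, cut at about 8.5% in these data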;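 also: 100% = positive control agonist at 1 µM giving full maximal response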
# S1P3 ag: S1P3 (human) receptor agonism; Q99500; S1P3 NFAT-BLA reporter cells, FRET ratio; relative to 1 µM S1P, basal subtracted; activation, % at 4.5 µM; 60,000 tested, 0.1% active; AID 373;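 active = activation above the screen-wide mean plus 3 SD, cut at about 4.5% in these data, passing the limit was not always enough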; also: some compounds called inactive have numbers as strong as hits
#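 Measure – % activation relative to 1 µM S1P (100%), per plate · System – stable CHO line with human S1P3, Gα16, NFAT-BLA reporter · Timing – cells plated overnight, compound 4 h 37 °C, substrate 2 h RT · Technique – fluorescent BLA substrate, ex 405 nm, em 460/535 nm ratio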
# M1 ag: M1 muscarinic receptor agonism | CHO-M1 cells, Fluo-4 calcium fluorescence, agonist mode; hits give high values | B-score at 10 µM | 64,000 tested, 3% active;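 active = fluorescence rise, raw or as B-score row- and column-corrected plate score, outside the 99.7% band of its plate's samples, either direction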
# 5HT1a antag: 5-HT1a (human) receptor antagonism; CHO 5-HT1a Ga15 NFAT-bla reporter, antagonist mode; 62,000 tested, 0.68% active; inhibition, % at 10 µM; AID 612;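 active = inhibition above the mean of all tested compounds plus 3 SD, cut at about 43% in these data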;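 also: receptor stimulated by 5-CT agonist at 100 nM near EC80; beta-lactamase reporter measured by ratiometric fluorescence of a cleavable substrate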
# S1P1 ag-PAM: S1P1 (human) agonism or agonism potentiation; S1P1 CRE-bla cells, forskolin, beta-lactamase FRET, potentiator mode; S1P1 agonist co-added at EC20, 2 nM; 100% = saturating reference agonist, 0% = basal; activation, % at 9.5 µM; 56,000 tested, 0.57% active; AID 449;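 active = activation above a cutoff set at the mean activation of all tested compounds plus 3 SD, cut at about 54% in these data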;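 also: forskolin at 4 µM as EC80 and the EC20 agonist is SEW2871; 100% = SEW2871 at its EC100 plus forskolin at EC80; some compounds past the cut are filed as inactive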
# Target sequence (P21453 whole entry, looked up): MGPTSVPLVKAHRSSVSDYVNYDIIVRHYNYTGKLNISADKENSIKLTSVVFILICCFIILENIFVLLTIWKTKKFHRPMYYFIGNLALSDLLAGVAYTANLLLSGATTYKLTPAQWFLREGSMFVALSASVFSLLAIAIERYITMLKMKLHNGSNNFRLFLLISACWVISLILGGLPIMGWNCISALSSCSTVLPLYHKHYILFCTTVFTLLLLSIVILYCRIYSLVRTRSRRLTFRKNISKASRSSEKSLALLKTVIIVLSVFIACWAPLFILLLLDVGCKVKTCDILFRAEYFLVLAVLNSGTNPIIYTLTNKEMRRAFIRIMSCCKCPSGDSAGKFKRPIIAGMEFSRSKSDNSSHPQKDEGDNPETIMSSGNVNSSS
# * hit, by the source's call; x = not tested or not shown.
SMILES,HTR1A agonist,M1 antagonist,Jurkat tox 60K,HTR1E antagonist,HTR1E agonist,S1P3 ag,M1 ag,5HT1a antag,S1P1 ag-PAM
COc1ccc(C2C(C(=O)Nc3cccnc3)=C(C)Nc3nc(-c4ccco4)nn32)cc1 (configuration not stated),-2.1,0.541,-1.3,-0.2,0.9,-0.6,0.401,-6.3,-5.5
c1ccc(N2CCN(c3cnccn3)CC2)nc1,-2.4,-0.518,x,-4.0,0.0,x,-0.164,-12.9,x
COc1ccc(OC)c(NC2c3ccccc3C(=O)N2Cc2ccc3c(c2)OCO3)c1 (configuration not stated),1.1,-0.22,-4.1,10.0,0.4,-0.4,0.754,11.5,-12.1
CCn1c(Cn2nnc(-c3ccccc3)n2)nnc1SCC(=O)Nc1cccc(C(C)=O)c1,-2.1,-0.678,-6.3,7.0,1.9,-0.8,-0.195,-5.0,12.3
CCN(CCNC(=O)C1CC(=O)N(CCc2ccccc2)C1)c1ccccc1 (configuration not stated),-0.7,-0.459,-0.7,-4.6,-1.2,-0.3,0.401,3.9,-3.8
C=CCn1c(Cc2cccs2)nnc1SCC(=O)Nc1ccc(C(=O)OCC)cc1,-3.1,0.388,1.8,7.1,2.1,0.1,-0.646,2.5,9.9
C=CCCC(=O)Nc1ccc(COC(=O)N2CCOCC2)cc1,3.1,1.08,-8.6,-0.1,-0.4,0.0,-0.453,-6.6,-19.2
O=C(CSc1ncccc1C(=O)O)c1ccccc1,-0.7,0.343,2.8,-4.0,0.4,-1.0,-0.0918,3.4,-23.0
CC1CCN(CC(=O)Nc2ccccc2C#N)CC1,-1.6,0.241,-6.9,-0.8,0.6,-0.3,0.304,-1.1,x
CC(=O)N(CCN(C(C)=O)c1ccccc1)c1ccccc1,-0.4,-0.298,2.3,-11.1,0.1,-1.2,3.4,-5.9,-27.4
CCc1cc2c(NCC(=O)O)ncnc2s1,-0.7,0.657,2.5,1.7,0.0,-0.6,-1.15,-2.2,-7.0
COc1ccccc1-n1c(SCC(=O)Nc2cccc(C)c2)nc2c(c1=O)SCC2,2.0,-0.188,3.9,2.5,-0.6,-1.5,1.04,4.5,3.2
O=C(N1CCCC1)n1c(Cc2ccccc2)nc2ccccc21,-1.7,1.35,0.8,-0.8,-0.2,0.0,6.38*,-2.8,x
C=CCn1c(SCC(=O)Nc2ccc3c(c2)OCO3)nnc1-c1ccccc1O,-0.7,0.129,-5.5,6.7,-0.5,-0.8,-3.02,11.9,x
CC1(c2ccc3noc(-c4ccc(Cl)cc4)c3c2)OCCO1,0.1,0.698,3.0,9.6,-0.2,-0.4,-0.248,3.5,4.5
CCOC(=O)c1sc2ncn(C(CC)C(=O)OC)c(=O)c2c1C (configuration not stated),-0.6,-0.732,6.0,10.7,0.0,-0.5,-0.227,-3.7,-27.1
COc1ccc2oc(C(=O)CCC(=O)O)c(N)c2c1,0.8,-0.00535,-5.5,0.2,0.3,-0.6,0.863,11.5,6.1
COCCCn1cnc2c(c1=O)c1nc3ccccc3nc1n2CCc1ccccc1,3.0,-1.02,x,-29.6,1.0,0.1,2.1,x,-9.8
O=C1CSc2ccc(C(=O)N3CCN(c4ccccn4)CC3)cc2N1,-1.6,-1.17,3.5,10.6,-0.7,-0.7,-0.125,7.3,15.4
OCC1CCCN(Cc2ccc(-c3ccccc3)cc2)C1 (configuration not stated),-1.2,-2.85*,9.4,-0.3,-0.1,-0.8,-0.286,-6.9,-32.6
Nc1nc(-n2cnnc2)nn1-c1ccccc1,-2.9,-0.109,-0.1,4.2,0.8,-0.8,0.101,-2.2,-27.7
COc1ccc(NC(=O)c2ccco2)cc1NC(=O)c1cccs1,-1.8,0.871,-6.8,-17.2,0.3,-0.2,-0.823,-4.3,x
Cc1cccc(C2CC(c3ccccc3)Nc3ncnn32)c1 (configuration not stated),-0.9,0.173,1.9,2.1,-0.1,-0.9,-0.26,5.0,-4.8
O=C1C2CCCN2C(c2ccccc2)N1c1cccc(Cl)c1 (configuration not stated),-3.4,-0.322,0.1,6.1,0.3,-0.9,-0.767,12.2,-5.5
CC(C)CC(NC(=O)C1CCCN1C(=O)OC(C)(C)C)C(=O)NCC(N)=O (configuration not stated),-7.4,0.0857,-5.2,3.2,-0.2,0.5,-0.0255,5.7,-21.8
Cn1c(Cc2ccccc2)nnc1SCC(=O)N1CCOCC1,-1.7,-0.00791,1.7,0.3,-0.3,-1.1,0.858,-11.5,3.4
c1ccc(Nc2nc3ccccc3[nH]2)nc1,-2.9,0.256,0.6,-4.7,-0.8,-1.5,0.0443,16.3,9.1
C=CCOc1nc2c(c(=O)n(C)c(=O)n2C)n1Cc1ccc(Cl)cc1,2.8,0.0126,x,-0.8,0.0,-1.9,-0.0305,x,-3.6
CC(=O)NS(=O)(=O)c1ccc(NC(=O)c2ccccc2F)cc1,1.0,0.773,1.5,1.1,-0.2,-0.6,-0.392,-6.2,-3.4
CCOC(=O)c1ccc(N2C(=O)CC(NC3CCN(C(=O)c4cccc(Cl)c4)CC3)C2=O)cc1 (configuration not stated),-5.5,-0.19,3.8,6.4,-1.0,-1.4,-0.961,-2.8,10.2
Cc1nn(-c2ccc3nnc(Br)n3n2)c(C)c1Br,-3.2,0.162,3.9,-8.3,-0.7,-1.1,0.00465,-7.6,-0.9
CCC(C(=O)c1ccc(O)cc1)c1ccccc1 (configuration not stated),-0.2,-1.09,9.2,-1.5,0.2,-1.7,-0.406,-0.1,-0.2
CC(C)CCNc1nc2c(c(=O)[nH]c(=O)n2C)n1CC(O)COC(C)C (configuration not stated),-1.7,-0.0731,-1.3,-2.0,0.8,-0.5,0.853,-12.4,-23.0
Cc1cccc(N(C(=O)Cn2nnc3ccccc32)C(C(=O)NCc2ccco2)c2ccncc2)c1C (configuration not stated),-0.2,-0.000111,-5.1,-4.3,-0.1,-0.1,-0.194,1.0,-0.1
COc1ccc(CC(NC(C)=O)C(=O)NC2CCN(c3c4c(nc5ncnn35)CCC4)CC2)cc1 (configuration not stated),-3.3,-1.78,8.7,2.2,-0.1,-1.1,-0.457,2.4,-9.2
Cc1ccc(NC(=O)CNS(=O)(=O)c2cccs2)cc1F,-1.9,0.661,x,-5.6,-0.3,x,-0.529,6.9,x
COc1ccc(C2C(C(=O)Nc3ccccc3OC)=C(C)Nc3ncnn32)cc1 (configuration not stated),1.6,-0.201,2.0,-4.3,-0.1,-0.7,-0.726,-1.1,10.2
Cc1ccc(OCCSc2nnc(NC(=O)c3ccco3)s2)cc1,-2.0,-3.6*,-0.8,1.5,0.0,-0.8,-0.139,-6.7,-13.0
O=C(Nc1cccc(-n2cnnn2)c1)c1ccco1,-2.3,0.662,5.4,1.9,-0.6,0.0,0.392,4.3,-6.7
CCOC(=O)c1cnc(-n2nc(C)cc2C)nc1NC,-1.7,0.19,-0.2,1.7,-0.4,-1.0,-0.699,1.0,-5.6
CC1CCN(CCc2nc3cc(NS(=O)(=O)c4ccc(F)cc4)ccc3n2C)CC1,0.1,-4*,6.5,-7.7,0.3,0.5,-0.101,-4.0,8.1
CCOC(=O)c1nn(-c2ccccc2)c(C(=O)OCC)c1N,0.6,0.581,5.6,-1.4,0.4,1.1,0.0535,1.0,-5.5
O=C(Nc1cccc(O)c1)c1cccc(S(=O)(=O)N2CCCC2)c1,-0.9,-0.142,-1.6,6.0,-0.9,-0.6,0.373,1.0,-13.2
CC(=O)Nc1ccc2c(c1)C(=O)N(C1CCCCC1)C2=O,5.8,1.04,7.1,1.5,0.3,-1.0,0.503,8.1,8.9
COc1cccc(C(C(=O)NC(C)(C)C)N(C(=O)CCC(=O)Nc2cc(C)on2)C(C)C)c1OC (configuration not stated),1.9,0.55,4.8,-0.5,-0.3,-1.1,0.527,4.4,9.3
CN1C(=O)c2oc3ccccc3c(=O)c2C1c1ccncc1 (configuration not stated),1.7,-0.21,-7.7,-1.6,0.5,-0.8,0.337,9.9,-6.9
O=C(O)C1C2CCC(O2)C1C(=O)Nc1cccc(F)c1 (configuration not stated),-0.5,0.144,-6.8,0.8,0.2,-0.2,-0.104,-0.3,-9.6
Cc1cc(C2C(=O)CC(=O)CC2c2ccccc2)on1 (configuration not stated),-1.1,-0.0142,-12.3,6.0,12.2*,0.0,-0.606,6.6,-3.2
O=C(Nc1ccc(-c2nc3ccccc3o2)c(O)c1)c1cc(-n2cnnc2)ccc1Cl,-0.6,0.00153,24.7,14.4,0.4,-0.7,-0.469,12.0,42.9
O=C(c1noc2c1CCc1ccccc1-2)N1CCCc2ccccc21,-0.9,-0.121,1.5,-4.1,-0.2,0.8,1.16,-18.7,49.0
# More entries follow.
SMILES,HTR1A agonist,M1 antagonist,Jurkat tox 60K,HTR1E antagonist,HTR1E agonist,S1P3 ag,M1 ag,5HT1a antag,S1P1 ag-PAM
CCCS(=O)(=O)N1CCC(C(=O)NCCCN(C)Cc2ccccc2)CC1,-3.0,0.579,2.6,-8.2,-0.1,-1.2,-0.000364,1.6,-41.8
COc1cc(C2N(c3ccccc3)CCN2c2ccccc2)cc(OC)c1OC,-2.6,-0.238,5.6,-0.5,-0.1,-1.5,0.656,9.9,3.3
COc1cc(OC)c(C2=NOC(C(=O)Nc3cc(C)nn3-c3ccccc3)C2)cc1Cl (configuration not stated),-1.3,-0.109,2.2,2.2,1.3,-0.3,-0.243,-4.3,-12.2
CSc1nnc(-c2ccccc2)n1N,-1.0,1.56,-7.5,-4.5,0.4,-2.0,-0.632,0.0,-6.2
CCc1cccc(C)c1N(C(=O)Cn1c(=O)[nH]c2ccccc21)C(C)COC (configuration not stated),0.6,-0.829,x,-2.8,-0.2,-2.1,-0.0221,x,4.0
CCOC(=O)C1CCN(CC(=O)Nc2c(C(=O)OC)[nH]c3cccc(C)c23)CC1,-2.1,0.407,11.4,7.5,-1.1,0.8,-0.902,4.5,8.7
CCOC(=O)c1sc2ccc(S(=O)(=O)N3CCOCC3)cc2c1N,1.6,0.275,x,-3.9,0.6,x,0.0438,3.0,x
Cc1ccc(C2(C)NC(=O)N(Cc3c(C)noc3C)C2=O)cc1 (configuration not stated),-3.4,-0.0569,-5.0,-1.4,-0.3,1.3,-0.327,-4.5,-6.8
O=C(Cc1c(C(=O)O)[nH]c2ccc(Cl)cc12)Nc1ccc2c(c1)OCCO2,-0.6,0.237,-5.8,-2.7,-1.0,-1.2,1.63,6.8,-21.7
CCOC(=O)C1C(=O)OC(C)(C)C1C(C)C(=O)c1ccc(OC)cc1 (configuration not stated),-0.2,0.281,-2.2,-5.7,-0.2,0.0,0.00595,-5.1,x
CCc1nnc(NC(=O)CSc2nnc(Cc3ccccc3)n2-c2ccc(OC)cc2)s1,0.4,0.307,8.0,19.5,0.1,-0.9,0.258,4.7,4.5
c1cncc(-c2nn3c(Cn4nnc5ccccc54)nnc3s2)c1,-0.7,0.525,2.0,-0.2,0.7,-1.6,0.101,-1.3,-24.0
Cc1ccc2c(c1)N(CCC(=O)NCC1COc3ccccc3O1)C(=O)CO2 (configuration not stated),-4.2,-0.649,-1.3,1.8,0.2,0.5,1.1,2.9,-22.9
CCOCCCNS(=O)(=O)c1cc(Br)cc2c1N(C(=O)C1CC1)CC2,-1.3,-0.133,x,3.5,-1.0,x,-0.252,8.9,x
